Screening data: PubChem BioAssay, Sanford-Burnham Center for Chemical Genomics
GRIN3A LBD mod = binders of NR3A ligand-binding domain, primary screen, biophysical, differential scanning fluorimetry, uHTS. AID 1259313, 2017. Glutamate receptor ionotropic, NMDA 3A (GRIN3A) ligand-binding domain. NR3A LBD differential scanning fluorimetry, Tm shift; 0% = protein alone, 100% = glycine-bound protein. Tm shift relative to glycine control, % at 25 µM. 340,000 compounds, 2.5% hits;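 active means melting temperature shift of at least 10% of the positive control shift, at one fixed dose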
SENP6 inh = SENP6 protease inhibitors, primary screen, biochemical, luminescence, uHTS. 330,000 compounds, 1.8% hits. inhibition, % at 10 µM. Recombinant SENP6 catalytic domain, aminoluciferin luminescence. AID 2599, 2010;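 active means inhibition above about 50% at the single tested dose, limit read from the data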;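 further: plate controls were DMSO wells with enzyme for no effect and DMSO wells lacking enzyme for full effect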
HKDC1 inh = HKDC1 hexokinase inhibitors, primary screen, biochemical, fluorescence, uHTS. recombinant HKDC1, G6PDH/diaphorase resazurin coupled fluorescence. inhibition, % at 20 µM. 340,000 compounds, 0.16% hits;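 active means inhibition above about 35% when tested at 20 µM, limit read from the data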;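 further: plate controls were DMSO wells with enzyme for no effect and DMSO wells lacking enzyme for full effect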
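Test system: recombinant HKDC1 (HK5) hexokinase enzyme, produced in-house / Doses: 20 µM test compound, 1% DMSO / Timing: 90 min, room temperature / Detection: G6PDH/diaphorase-coupled fluorescence, 1 mM NADP, 100 µM resazurin, 525/613 nm / Control set: DMSO wells with and without enzyme mix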
ATG4B inhibitor = ATG4B protease inhibitors, primary screen, biochemical, fluorescence, uHTS. Cysteine protease ATG4B (Homo sapiens), Q9Y4P1. ATG4B cleavage of LC3-PLA2, NBD-HPC fluorescence, 1 h. inhibition, % at 8.33 µM. 340,000 compounds, 0.51% hits; in the data active means inhibition above about 40%
Target sequence (Q9Y4P1 whole entry, looked up): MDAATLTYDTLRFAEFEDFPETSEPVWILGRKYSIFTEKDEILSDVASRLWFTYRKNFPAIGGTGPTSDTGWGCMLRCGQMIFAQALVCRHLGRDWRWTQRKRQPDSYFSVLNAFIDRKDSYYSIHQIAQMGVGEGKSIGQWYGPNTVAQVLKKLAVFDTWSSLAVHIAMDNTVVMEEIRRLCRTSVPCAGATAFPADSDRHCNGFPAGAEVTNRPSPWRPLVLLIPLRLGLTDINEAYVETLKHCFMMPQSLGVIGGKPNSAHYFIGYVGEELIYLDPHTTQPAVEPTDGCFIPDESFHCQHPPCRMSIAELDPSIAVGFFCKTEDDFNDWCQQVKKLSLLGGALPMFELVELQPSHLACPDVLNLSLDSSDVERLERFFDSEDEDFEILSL
SENP7 block = SENP7 protease inhibitors, primary screen, biochemical, luminescence, uHTS; recombinant SENP7, Z-RLRGG-aminoluciferin luminescence, 40 min; 330,000 compounds, 1.5% hits; AID 434973, 2010; Sentrin-specific protease 7 (Homo sapiens), Q9BQF6; inhibition, % at 5 µM;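 active means inhibition above about 50% at the single test dose, limit read from the data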;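 further: plate controls were DMSO with enzyme for no effect and no enzyme buffer wells for full effect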
Target sequence (Q9BQF6 706-1050 limits assumed): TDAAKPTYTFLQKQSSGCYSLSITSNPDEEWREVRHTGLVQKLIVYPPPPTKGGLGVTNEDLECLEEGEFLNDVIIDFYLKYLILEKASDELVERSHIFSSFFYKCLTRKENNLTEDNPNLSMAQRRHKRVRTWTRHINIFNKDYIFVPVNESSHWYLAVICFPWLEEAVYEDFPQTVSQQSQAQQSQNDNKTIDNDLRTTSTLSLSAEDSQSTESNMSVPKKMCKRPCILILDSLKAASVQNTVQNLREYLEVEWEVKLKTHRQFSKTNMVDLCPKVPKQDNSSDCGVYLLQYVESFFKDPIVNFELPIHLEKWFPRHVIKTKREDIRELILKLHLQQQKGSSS
MPTP inh = mitochondrial permeability transition pore inhibitors, primary screen, biochemical, isolated mouse mitochondria, absorbance; inhibition, % at 10 µM; 360,000 compounds, 1.4% hits; Ca2+ swelling absorbance, 30 min; AID 602449, 2012;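 active means inhibition of 50% or more, scaled per plate between neutral and stimulator controls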;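 further: 0% = DMSO wells given calcium and 100% = 1 mM EGTA wells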
PfG6PD inh = PfG6PD enzyme inhibitors, primary screen, biochemical, fluorescence intensity, uHTS. glucose-6-phosphate dehydrogenase-6-phosphogluconolactonase (Plasmodium falciparum 3D7). PfGluPho enzyme, NADPH resazurin-diaphorase fluorescence. inhibition, % at 20 µM. 350,000 compounds, 0.78% hits. AID 504690, 2011;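 active means inhibition reaching at least a set limit at 20 µM in the primary screen, cut at about 59% in these data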;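 further: 0% = DMSO wells with substrate and 100% = DMSO wells lacking glucose-6-phosphate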
SENP8 inh = human SENP8 protease inhibitors, primary screen, biochemical, fluorescence, Nedd8 protein substrate, uHTS | inhibition, % at 20 µM | AID 602440, 2012 | 360,000 compounds, 0.64% hits | recombinant SENP8 | Sentrin-specific protease 8 (Homo sapiens), Q96LD8; in the data active means inhibition mostly above about 40%, no sharp cut-off; inactive means mostly below about 27%
Target sequence (Q96LD8 whole entry, looked up): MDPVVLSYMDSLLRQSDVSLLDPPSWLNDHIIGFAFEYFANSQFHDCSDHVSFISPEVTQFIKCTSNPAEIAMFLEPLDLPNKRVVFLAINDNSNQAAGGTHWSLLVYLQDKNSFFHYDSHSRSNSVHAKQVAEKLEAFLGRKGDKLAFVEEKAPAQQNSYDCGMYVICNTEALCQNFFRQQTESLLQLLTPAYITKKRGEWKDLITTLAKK
* hit, by the source's call; . = no result given.

SMILES	GRIN3A LBD mod	SENP6 inh	HKDC1 inh	ATG4B inhibitor	SENP7 block	MPTP inh	PfG6PD inh	SENP8 inh
CCCC(C(=O)NC1CCCC1)N(Cc1ccc(OC)cc1)C(=O)c1snc(C(N)=O)c1N (configuration not stated)	0	3	-4	0	4	0.7	6	-274
CCOC(=O)C(Cc1c(F)cccc1Cl)c1ccno1 (configuration not stated)	-1	10	0	18	7	-4.2	6	6
Cc1nnc(SCC(=O)NC(C)c2ccccc2)[nH]c1=O (configuration not stated)	-1	-20	4	-7	16	-0.5	1	21
CC(=O)c1ccc(NC(=O)C(C)Sc2nnnn2C)cc1 (configuration not stated)	1	1	-17	13	2	-0.9	-1	15
CCC(=O)NNc1nc2c(C)c(C)ccc2s1	0	1	-3	0	8	2.8	30	15
CC1CC(C)CN(C(=O)CNC(=O)c2sc3ccccc3c2Cl)C1 (configuration not stated)	3	-9	5	8	7	-0.4	23	10
Cc1cccc(C)c1NC(=O)C1NC(=O)CC1c1ccccc1 (configuration not stated)	-1	-6	-4	-4	-18	0.5	-8	17
Cc1ccc(C(=O)NCCC(=O)N2CCC3(CC2)NCCc2[nH]cnc23)cc1	0	-4	0	4	3	0.4	6	10
Cc1c(C(=O)Nc2c(C)n(C)n(-c3ccccc3)c2=O)oc2c(Cl)cccc12	-1	-2	-4	6	-8	0.8	-1	-2
CCCC(=O)Nc1cc(C)c(NC(=O)c2ccccn2)cn1	1	-4	0	-12	5	0.4	-2	9
CCn1nccc1C(=O)Nc1ccc(C)c(C)c1	-1	70*	-6	5	82*	-0.3	-1	10
Cc1csc2ncc(C(=O)N3CCc4ccccc43)c(=O)n12	-1	-2	1	-2	6	-1.1	-2	-50
Cn1c(=O)c2c(nc(CN3CCc4ccccc4C3)n2CC(=O)c2ccccc2)n(C)c1=O	-3	2	0	-7	18	0.4	-5	23
Cc1ccc2c(c1)c1ncn(Cc3ccc(F)cc3)c(=O)c1n2C	3	-16	-1	-12	-1	5.3	1	-253
CC1(C)CC(=O)c2sc(NC(=O)CCS(=O)(=O)c3ccccc3)nc2C1	1	0	-6	-5	0	-1.2	-5	-48
Cc1ccc2c(c1)nnn2C1CCN(CC(=O)N2CCN(c3ccc(F)cc3)CC2)CC1	-5	-9	4	0	64*	1.9	-6	10
Cc1ccc(NC(=O)C(C)N=C2NS(=O)(=O)c3ccccc32)cc1F (configuration not stated)	8	-13	-3	1	7	87*	0	11
CCOC(=O)C(C)On1c(SC(C)C(=O)OCC)nc2ccccc2c1=O (configuration not stated)	3	-9	-3	16	0	1.3	2	21
Cc1ccccc1/C(N)=N/O	0	1	8	-11	0	4.4	-10	13
C=CCN1C(=O)c2ccccc2Sc2ccc(C(=O)NCCC)cc21	7	-10	7	-10	-1	0.8	10	17
O=C(CN(C(=O)Cn1nnc(-c2cccs2)n1)c1ccc2c(c1)OCCO2)NC1CCCCC1	-7	-6	-9	-3	-6	0.6	0	18
CCOc1ccc(Nc2cc(=O)n(C)c(=O)n2C)cc1	-2	11	-2	0	4	-6.5	4	18
NC(=O)c1ccc(NCc2ccco2)c([N+](=O)[O-])c1	0	-14	-4	29	1	-1.9	-9	26
CCN(CC)C(=O)C1CCCc2c1[nH]c1ccc(Cl)cc21 (configuration not stated)	-3	9	8	10	-5	-0.7	5	-20
O=C(c1ccc(S(=O)(=O)N2CCOCC2)cc1)N1CCN(c2cccc(Cl)c2)CC1	-2	-9	-8	-3	7	1.2	0	18

Remaining list, next part
SMILES	GRIN3A LBD mod	SENP6 inh	HKDC1 inh	ATG4B inhibitor	SENP7 block	MPTP inh	PfG6PD inh	SENP8 inh
CCOC(=O)/C(C#N)=C/c1cc2ccccc2nc1Cl	4	-5	3	3	-4	-0.5	9	-2
COc1cccc(/C=C/C(=O)OCC(=O)NCCNC(=O)COC(=O)/C=C/c2cccc(OC)c2)c1	1	-5	0	-23	4	-2.6	-9	-463
COC(=O)c1ccnc(/C=N/O)c1	2	4	-13	6	3	0.1	3	-7
COc1cc(C(=O)NCC(c2ccco2)N2CCCC2)ccc1OCc1ccccc1 (configuration not stated)	-2	6	-3	-6	1	1.8	2	9
CCN(C(=O)Cn1c(=O)oc2ccccc21)c1ccc(C)c(C)c1	2	-12	-3	-2	-8	-0.3	0	20
COCCCN(C(=O)Cc1ccc(Cl)c(Cl)c1)c1c(N)n(Cc2ccccc2)c(=O)[nH]c1=O	-2	-5	-5	6	8	2.2	-17	7
OCC#CCSc1nnc(-c2cccc3ccccc23)o1	-2	-9	-6	-6	-6	2.1	6	-195
CN(Cc1cccc(F)c1)C(=O)c1cc(=O)[nH]c2ccccc12	3	-11	3	-6	-8	-0.8	7	-63
CCNC(=O)N1CCCC(C(=O)c2ccc(-c3ccccc3)cc2)C1 (configuration not stated)	-1	8	-2	20	3	0.6	8	15
COc1cc(CCC(=O)OCC(=O)NCc2ccc(Cl)cc2)cc(OC)c1OC	0	-21	-3	-2	7	-0.3	-5	10
CC1(C)Cc2c(sc(N)c2C#N)C(C)(C)N1	1	-4	-12	-5	-4	1.6	24	18
O=C(CC1S/C(=N/N=C2CCCCCC2)NC1=O)Nc1ccccc1C(F)(F)F (configuration not stated)	0	-24	0	0	5	2.6	13	12
CC(=O)Nc1cccc(NC(=O)/C=C/c2ccc(S(=O)(=O)N3CCOCC3)cc2)c1	1	-2	-2	-2	-4	-0.7	-6	9
Nn1c(SCC(=O)NC(=O)Nc2ccc3c(c2)OCCO3)nnc1C1CC1	-1	-19	-12	-5	12	-0.7	-1	9
O=S(=O)(Nc1cccc(-c2cn3c(n2)SCC3)c1)c1ccc(F)cc1F	-3	-2	-2	-11	-7	-0.2	3	-5
N#CC(C#N)=NNc1ccc(S(=O)(=O)N2CCCC2)cc1	7	2	-3	31	-3	99*	-26	47*
CCCN(CCC)CC(O)Cn1c2ccccc2c2ccccc21 (configuration not stated)	1	2	-5	-5	-6	1.8	6	-11
O=C(O)CCSc1nc2ccc(Br)cc2[nH]1	13*	2	0	7	-8	1.9	-29	17
COc1ccccc1-n1c(CNC(=O)c2ccco2)n[nH]c1=S	-1	-11	-3	-9	-3	0.2	32	6
CN(C(=O)CSc1nnc(COc2ccccc2F)n1N)C1CCCCC1	-1	-7	-3	-9	-3	-1.1	7	4
COC(=O)CC(=O)N1CCN(c2ccc(Cl)c(Cl)c2)CC1	1	-10	16	3	-3	-0.9	-19	-6
O=C(CCNC(=O)C1CCN(S(=O)(=O)c2ccc(F)cc2)CC1)NCc1ccc(Cl)cc1	2	-33	-4	-2	1	1.3	-11	10
Cc1ccc([C@@H]2CC=C(C(=O)O)[C@H](c3cccc(Cl)c3)N2S(=O)(=O)c2ccc(C)cc2)cc1	-10	10	3	11	4	2.1	-23	15
COc1ccc(CC(=O)N[C@@H]2c3ccccc3CC[C@H]2OCc2ccccc2)cc1	2	.	4	11	3	0.2	1	6
CC(=O)N1CCN(c2nnnn2-c2ccccc2)CC1	2	-11	-4	-4	14	-2.6	-12	23

Further results follow:
SMILES	GRIN3A LBD mod	SENP6 inh	HKDC1 inh	ATG4B inhibitor	SENP7 block	MPTP inh	PfG6PD inh	SENP8 inh
OCCC1CN(Cc2nc(-c3ccccc3)cs2)CCN1CCc1ccccc1 (configuration not stated)	1	-3	-2	2	1	6.4	3	4
COC(=O)c1ccc(N2C(=O)CC(SCC(=O)Nc3ccc(OC)cc3)C2=O)cc1 (configuration not stated)	7	-11	-4	-15	6	0.0	6	25
C[C@]12CCC[C@H](O1)[C@H]([C@@H](O)c1ccccc1)O2	0	-18	-6	10	7	-0.7	-5	18
N#Cc1ccc(Nc2ccccc2)c(N)c1	-7	5	0	-5	-1	3.0	12	-408
O=C1c2ccccc2C(=O)N1Cc1nc2ccccc2c(=O)n1CCCN1CCOCC1	-3	6	-12	-5	5	2.3	-8	22
CNc1oc(-c2ccc(F)cc2)nc1S(=O)(=O)c1ccccc1	-1	2	-4	-5	6	-1.2	17	-7
O=C(N[C@H]1CCC(=O)N([C@H](CSc2ccc(Br)cc2)Cc2ccccc2)CC1)OCc1ccccc1	0	-25	-1	1	-10	-0.2	-7	14
CCCCCn1c(SCC(=O)c2ccccc2)nc2cc(C(=O)NCc3ccco3)ccc2c1=O	-2	.	1	3	.	3.3	-9	28
CCOc1ccc(Nc2nc(Cc3nnc(SCC(=O)c4ccc(C)cc4)o3)cs2)cc1	-13	-24	-7	-6	6	47	-2	20
O=C(NCN1CCc2ccccc2C1)c1cnccn1	0	1	-3	-1	8	-0.6	26	22
CCN(CCNC(=O)c1cc(C)nn1-c1ccccc1)c1ccccc1	-3	-9	7	3	-3	-0.5	-11	6
Cc1cccc(N2C(=O)CC(N3CCN(c4cccc(C(F)(F)F)c4)CC3)C2=O)c1 (configuration not stated)	-10	4	-11	-10	-4	2.4	6	9
Cc1ccc(C(=O)NCC(=O)OCC(=O)Nc2cccc(S(=O)(=O)N3CCCC3)c2)cc1C	-2	14	-1	-13	4	1.5	-19	16

Structures shown so far that contain fluorine, in the order listed:
SMILES	GRIN3A LBD mod	SENP6 inh	HKDC1 inh	ATG4B inhibitor	SENP7 block	MPTP inh	PfG6PD inh	SENP8 inh
CCOC(=O)C(Cc1c(F)cccc1Cl)c1ccno1 (configuration not stated)	-1	10	0	18	7	-4.2	6	6
Cc1ccc2c(c1)c1ncn(Cc3ccc(F)cc3)c(=O)c1n2C	3	-16	-1	-12	-1	5.3	1	-253
Cc1ccc2c(c1)nnn2C1CCN(CC(=O)N2CCN(c3ccc(F)cc3)CC2)CC1	-5	-9	4	0	64*	1.9	-6	10
Cc1ccc(NC(=O)C(C)N=C2NS(=O)(=O)c3ccccc32)cc1F (configuration not stated)	8	-13	-3	1	7	87*	0	11
CN(Cc1cccc(F)c1)C(=O)c1cc(=O)[nH]c2ccccc12	3	-11	3	-6	-8	-0.8	7	-63
O=C(CC1S/C(=N/N=C2CCCCCC2)NC1=O)Nc1ccccc1C(F)(F)F (configuration not stated)	0	-24	0	0	5	2.6	13	12
O=S(=O)(Nc1cccc(-c2cn3c(n2)SCC3)c1)c1ccc(F)cc1F	-3	-2	-2	-11	-7	-0.2	3	-5
CN(C(=O)CSc1nnc(COc2ccccc2F)n1N)C1CCCCC1	-1	-7	-3	-9	-3	-1.1	7	4
O=C(CCNC(=O)C1CCN(S(=O)(=O)c2ccc(F)cc2)CC1)NCc1ccc(Cl)cc1	2	-33	-4	-2	1	1.3	-11	10
CNc1oc(-c2ccc(F)cc2)nc1S(=O)(=O)c1ccccc1	-1	2	-4	-5	6	-1.2	17	-7
Cc1cccc(N2C(=O)CC(N3CCN(c4cccc(C(F)(F)F)c4)CC3)C2=O)c1 (configuration not stated)	-10	4	-11	-10	-4	2.4	6	9
